Compound activity deposited in PubChem BioAssay by The Scripps Research Institute Molecular Screening Center.
SRC1 TRFRET art: counter-screen for PPARgamma SRC-1 recruitment agonists: TR-FRET artefact; TR-FRET detection artefact counter-screen, emission ratio; stronger effect = higher value; TR-FRET ratio at 8 µM; 99,000 compounds, 0.34% hits; AID 1051; in the data active means TR-FRET ratio above about 2300; further: inactives centre near 1800; reference of the scale not given here
SRC3 TRFRET art: counter-screen for PPARgamma SRC-3 recruitment agonists: TR-FRET artefact. 99,000 compounds, 0.39% hits. PPARgamma/SRC-3 format; stronger effect = higher value. TR-FRET ratio at 8 µM; in the data active means TR-FRET ratio above about 2000; further: inactives centre near 1600; reference of the scale not given here
Numbers without * were called inactive.

SMILES	SRC1 TRFRET art	SRC3 TRFRET art
Cc1cc(NC(=O)c2ccc(F)cc2)n(CCOC(=O)c2ccc(F)cc2)n1	2047	1655
O=C(c1ccccc1)c1ccc(O)cc1O	1881	1721
Cc1cccc(CSc2ccc3nnc(-c4ccccn4)n3n2)c1	1897	1491
O=C1OCc2ccc(NC(=O)C3CC3)cc21	1685	1469
CC(C)C(OC(=O)c1cc2c(s1)CCCCC2)C(=O)NC(N)=O (centres undefined)	1733	1588
CCOC(=O)c1ccccc1NC(=O)COC(=O)C(CC(C)C)NC(N)=O (centres undefined)	1847	1900
COC(=O)c1ccc(/C=N/OCC(=O)NCCc2ccc(OC)c(OC)c2)cc1	1650	1606
CCSc1nnc(NC(=O)CSc2nncc(=O)n2N)s1	1614	1626
O=C(O)c1cccc(NC(=S)N/N=C/c2c[nH]c3ccccc23)c1	1997	1576
Cc1snc(SCC(=O)c2ccc(F)cc2)c1C#N	1939	1612
Cn1cccc1/C=N/NC(=O)c1sc2cc(Cl)ccc2c1Cl	1885	1754
Cc1ccc(OCC(=O)Nc2cccc(S(=O)(=O)N3CCOCC3)c2)c([N+](=O)[O-])n1	1741	1644

Continued; it opens with the five that closed the last part.
SMILES	SRC1 TRFRET art	SRC3 TRFRET art
CCSc1nnc(NC(=O)CSc2nncc(=O)n2N)s1	1614	1626
O=C(O)c1cccc(NC(=S)N/N=C/c2c[nH]c3ccccc23)c1	1997	1576
Cc1snc(SCC(=O)c2ccc(F)cc2)c1C#N	1939	1612
Cn1cccc1/C=N/NC(=O)c1sc2cc(Cl)ccc2c1Cl	1885	1754
Cc1ccc(OCC(=O)Nc2cccc(S(=O)(=O)N3CCOCC3)c2)c([N+](=O)[O-])n1	1741	1644
CCc1ccc(OCC(=O)Nc2ccc(-c3cc4ccccc4oc3=O)c(OC)c2)cc1	1625	1705
COc1ccc(C(=O)NNC(=O)c2cccc(F)c2)cc1	1593	1565
COc1ccc(C(=O)NNC(=O)c2cc(C)[nH]n2)cc1	1832	1480
COc1ccccc1CNC(=O)CSc1ccc(-c2cccc([N+](=O)[O-])c2)nn1	1752	1374
O=C(NC(Cc1ccccc1)C(=O)O)/C(=C/c1ccc([N+](=O)[O-])cc1)NC(=O)c1ccccc1Br (centres undefined)	1758	1705
CCOC(=O)c1cc2c(ccc3ccccc32)oc1=O	1812	1714
COc1cc2nc(CSc3nc(-c4ccc(F)cc4)cs3)[nH]c(=O)c2cc1OC	1643	1490
Cc1nc2ncnn2c(N2CCCC(C(=O)Nc3ccccc3Br)C2)c1C (centres undefined)	2021	1722
CCOc1ccccc1C(=O)Nc1nnc(SCC(=O)Nc2cc(C)on2)s1	1608	1469
Cc1ccccc1C(C(=O)NC1CCCCC1)N(C(=O)c1ccccn1)c1cccnc1 (centres undefined)	1826	1372
COc1ccc(N2CCN(C(c3cccs3)C(C)NS(C)(=O)=O)CC2)cc1 (centres undefined)	1718	1620
COC(=O)CN(c1nc(C)cc(OC)n1)S(=O)(=O)c1ccc(C)cc1	1718	1474
Nc1cc(=O)[nH]c(SCc2nc3ccccc3n2Cc2ccccc2)n1	1783	1443
Cc1nc2ncnn2c(C)c1CCC(=O)N1CCN(c2ccccn2)CC1	1428	1541
CC1CC(C)CN(C(=O)COC(=O)CCc2nc3ccccc3c(=O)[nH]2)C1 (centres undefined)	1608	1481
N#C/C(=C(/O)COc1ccccc1)c1nc2ccccc2s1	1844	1562
CCOc1cc(N2CCCC2)ccc1[N+](=O)[O-]	1850	1554
NS(=O)(=O)c1cc(C2(O)NC(=O)c3ccccc32)ccc1Cl (centres undefined)	1703	1565
COc1ccccc1NC(=S)N(Cc1ccccc1)Cc1ccccn1	2070	1594
CCOC(=O)c1c(-c2cccc([N+](=O)[O-])c2)csc1N	1899	1669
CCCS(=O)(=O)NCCc1cc2c(C)ccc(C)c2[nH]c1=O	1404	1351
N#Cc1c(-c2ccc(F)cc2)ccnc1N1CCOCC1	2095	1590
O=C(NCC1CCCN(Cc2cccc(OCCO)c2)C1)c1ccc(F)cc1 (centres undefined)	1906	1717
C#CCSc1cc(C(F)(F)F)nc(-c2ccccn2)n1	1479	1532
CCOc1ccc2nc(NC(=O)CSc3nc4c(c(=O)n(C)c(=O)n4C)n3C(C)C)sc2c1	1965	1590
Cc1ccc(C)c(OCC(=O)Nc2c[nH]c(=O)[nH]c2=O)c1	1887	1475
C=CCn1c(CNC(=O)c2ccco2)nnc1SCC(=O)Nc1cccc(F)c1	1912	1411
Nc1cc[n+](CC(=O)Nc2ccccc2)cc1	1760	1479
O=[N+]([O-])c1ccccc1N/N=C1\CCc2ccccc21	1952	1822
CN(c1ccccc1)S(=O)(=O)c1ccc(Cl)c(C(=O)Nc2ccc(-c3nc4ccccc4[nH]3)cc2)c1	1906	1752
O=C(N/N=C/c1cn(-c2cccs2)nc1-c1ccccc1)c1ccccc1O	1895	1731
COc1ccc(-c2nc(=S)c3c(n2CCN2CCOCC2)CC(C)(C)OC3)cc1	1434	1675
Cc1ccc(S(=O)(=O)/N=C2\SC(CC(=O)Nc3ccc(F)cc3)C(=O)N2c2ccccc2)cc1 (centres undefined)	1877	1585
CN(C)/C=C/C(=O)c1cc(F)cc(C(F)(F)F)c1	1770	1523
COc1ccc(-c2cn3cc([N+](=O)[O-])ccc3n2)cc1OC	1693	1693
COc1ccc(CCNC(=O)CSc2cn(Cc3cccc(C)c3)c3ccccc23)cc1OC	2011	1651
COc1ccccc1C(=O)OCC(=O)NC(=O)NCc1ccccc1	2086	1778
O=C(NC1CCCCCC1)c1ccc2nc3cc(Cl)ccc3c(=O)n2c1	1849	1629
COc1ccc(/C(C)=N\NS(=O)(=O)c2ccccc2)cc1OC	1703	1687
COc1nccnc1NS(=O)(=O)c1ccc(NC(=S)NC(=O)c2ccc(F)c(F)c2)cc1	1734	1631
CN(C(=O)COC(=O)c1ccc(Cl)nc1)C1CCS(=O)(=O)C1 (centres undefined)	1730	1638
O=C(CCCC(=O)N/N=C\c1ccccn1)N/N=C\c1ccccn1	1715	1372
CCOC(=O)c1ccc(NC(=O)CN2CCN(CCN=CC3=C(O)CC(C)(C)CC3=O)CC2)cc1	2019	1766
CCOc1ccc(C(=O)c2ccccc2C(=O)O)cc1OCC	1568	1563
O=C(Nc1ccccc1)c1ccccc1Oc1ccc(C(F)(F)F)cc1[N+](=O)[O-]	1761	1538
CCCS(=O)(=O)c1c(S(=O)(=O)CCC)c2cnccn2c1C(=O)c1ccc(F)cc1	1854	1636
CN1CCNC(=O)C1CC(=O)N1CC=C(c2ccc(F)cc2)CC1 (centres undefined)	1921	1530
CNC(=O)NC(=O)COC(=O)CCCSc1nc2ccccc2s1	1765	1561
CN(C)C(=O)c1ccc(-c2n[nH]c(=O)c3ccccc23)cc1	1802	1370
COc1ccc(C2CC(c3cccs3)=NN2c2ccc(F)cc2)cc1OC (centres undefined)	1541	1689
CC(=O)C(Cc1ccccc1)NC(=O)CN1CCN(Cc2ccccc2)CC1 (centres undefined)	1511	1656
CN1CCCN(Cc2nc(-c3ccc(Cl)cc3)no2)CC1	1826	1686
Cc1nc2ccccn2c1C(=O)CSc1cccc(Cl)c1	1906	1427
O=C(O)c1ccc(CSc2nnc(-c3cccnc3)n2-c2ccc(Br)cc2)cc1	1563	1541
Cc1oncc1-c1csc(-c2ccccc2)n1	1715	1436
Cc1cc([N+](=O)[O-])nn1CCCC(=O)NC(C)c1ccccc1 (centres undefined)	2064	1583
CCOC(=O)C(=O)NCc1ccc(/C=C2/N=C(C)C(C(=O)OCC)=C2O)o1	1713	1616
O=C(Nc1ccccc1Br)C1CCN(C(=O)Cc2ccccc2)CC1	1900	1783
CC(=O)N1CCC(=NNc2ccc(S(=O)(=O)N3CCOCC3)cc2[N+](=O)[O-])CC1	1598	1491
Cc1nn(C)cc1CNC(=O)C1(C)CC1(Cl)Cl (centres undefined)	1618	1618

The listing continues:
SMILES	SRC1 TRFRET art	SRC3 TRFRET art
CC(C)CC1NC(=O)N(CC(=O)N2CCCc3ccccc32)C1=O (centres undefined)	1695	1449
O=C(CSc1nnc(-c2ccc(Br)cc2)n1CCc1ccccc1)NC1CCS(=O)(=O)C1 (centres undefined)	1850	1732
COc1ccc2c(c1)-c1c(sn(-c3ccccc3)c1=S)C(C)(C)N2	1737	1640
Cc1cccc2cc(CN(CCN3CCOCC3)C(=O)Nc3ccccc3F)c(=O)[nH]c12	1713	1486
COC(=O)c1oc2ccc(Br)cc2c1NC(=O)CCCN1C(=O)c2ccccc2C1=O	1592	1421
Cc1ccc(N/C=C2/Sc3ccccc3NC2=O)cc1	1745	1568
COc1ccc(CNC(=O)/C(C)=C\C(=O)O)cc1	1923	1620
CN(C)CCOCCOc1ccc(Cl)c2ccccc12	1633	1376
COc1ccc(C2c3c(ccc4ccccc34)Oc3ncn4nc(Cc5ccc(OC)c(OC)c5)nc4c32)cc1 (centres undefined)	1664	1499
CCOP(=O)(OCC)c1nc(-c2cccc3ccccc23)oc1N1CCOCC1	1621	1551
Cc1cc(C)c(NC(=O)Cn2nc(-c3ccccc3)nc2-c2ccccc2)c(C)c1	1680	1394
O=C(NCc1ccccc1)c1ccc(CS(=O)(=O)Cc2ccccc2F)o1	1564	1423

One compound at a time, from the list above:
`CCOP(=O)(OCC)c1nc(-c2cccc3ccccc23)oc1N1CCOCC1` is listed with SRC1 TRFRET art = 1621; SRC3 TRFRET art = 1551
`COC(=O)c1oc2ccc(Br)cc2c1NC(=O)CCCN1C(=O)c2ccccc2C1=O` is listed with SRC1 TRFRET art = 1592; SRC3 TRFRET art = 1421

More results:
SMILES	SRC1 TRFRET art	SRC3 TRFRET art
Cc1ccc(N(Cc2ccco2)C(=O)c2ccc(N3CCCCC3)c([N+](=O)[O-])c2)cc1	1798	1625
O=C(CN1C(=O)NC2NC(=O)NC21)N/N=C/c1ccccc1F (centres undefined)	1970	1674
O=C(/C=C\c1ccccc1OC(=O)c1ccccc1F)c1cc2ccccc2o1	1673	1625
CCOC(=O)C1CCCN(C(=O)c2ccc(Cl)c(S(=O)(=O)N3CCCCCC3)c2)C1 (centres undefined)	1768	1707
FC(F)(F)c1cccc(Cn2cnc(NC(=S)NCCc3ccccc3)n2)c1	2099	1519
Cc1cccc(OCCCn2c(=O)oc3ccccc32)c1	1405	1585
COc1ccc(NC(=O)/C(N=Nc2cc(S(=O)(=O)Nc3ccc(OC)cc3)ccc2OC)=C(\C)O)cc1	1961	1717
Cc1ccc(-n2c3c(c(=O)[nH]c2=O)C(NS(=O)(=O)c2ccc(Cl)cc2)(C(F)(F)F)C(=O)N3)cc1 (centres undefined)	2038	1634
COc1ccc(-c2[nH]n(-c3ccc([N+](=O)[O-])cc3)c(=O)c2C=NCC2CCCO2)cc1 (centres undefined)	1741	1568
O=c1c2ccccc2ncn1-c1ccccc1F	2128	1765
CCc1cc2c(=O)[nH]c(CC(N)=O)nc2s1	1750	1602
COc1ccc(Cc2noc(CN(C)Cc3ccc(-n4cccn4)cc3)n2)cc1OC	1900	1557

Of the compounds above, these have a cyano group:
SMILES	SRC1 TRFRET art	SRC3 TRFRET art
Cc1snc(SCC(=O)c2ccc(F)cc2)c1C#N	1939	1612
N#C/C(=C(/O)COc1ccccc1)c1nc2ccccc2s1	1844	1562
N#Cc1c(-c2ccc(F)cc2)ccnc1N1CCOCC1	2095	1590

The list goes on:
SMILES	SRC1 TRFRET art	SRC3 TRFRET art
Cc1nn(C(=O)CCCn2cc([N+](=O)[O-])cn2)c(C)c1Cl	1883	1497
O=C(NC1CCCCCC1)c1cccnc1Sc1ccc(Cl)cc1	2006	1511
CCOc1ccc2nc(N3CCC(C(=O)Nc4nnc(CC)s4)CC3)sc2c1	1790	1694
Cc1cc(C(=O)COC(=O)c2cc(O)c3ccccc3c2O)c(C)n1CC1CCCO1 (centres undefined)	1839	1560
CN(C)CCNc1oc(/C=C/c2ccccc2)nc1C#N	1731	1692
CCc1nnc(NC(=O)CN2C(=O)CCC2=O)s1	2054	1837
Cc1ccc(SCC(=O)NCCCc2ccccc2)cc1	1642	1561
COc1ccc(S(=O)(=O)/N=C2/NC(=O)/C(=C/c3ccco3)S2)cc1	1835	1528
COc1ccccc1C(=O)Nc1ccc(Oc2nnc(-c3ccc(C)cc3)c3ccccc23)cc1	1826	1399
Cc1ccc(OCC(=O)N/N=C\c2cn(Cc3ccccc3)c3ccccc23)cc1C	1512	1431
Cc1ccc(-n2cccc2C(=S)N=P(N(C)C)(N(C)C)N(C)C)cc1	1559	1870
Cc1ccc(C)c(NC(=S)N(CCN(C)C)C(C)c2ccccn2)c1 (centres undefined)	1982	1631
Cc1ccc(S(=O)(=O)N(C)C)cc1NC(=O)CN1C(=O)NC2(CCCc3ccccc32)C1=O (centres undefined)	2190	1637
COc1ccc(-c2csc(-c3cc4ccccc4oc3=N)n2)cc1	1878	1493
O=C(OCCN1CCCC1=O)c1cc(F)c(F)c(F)c1F	2054	1763
CCC(Sc1nc2ccccc2o1)C(=O)O (centres undefined)	1847	1315
CCOc1cc(/C=N/NC(=O)C(N)=O)cc(Br)c1O	1820	1715
Cc1ccccc1NC(=O)c1ccc(Cl)c(NC(=O)c2cccnc2)c1	1405	1649
CCCCC(=O)NC(=S)NNC(=O)c1ccc(Cl)cc1Cl	1917	1694
Cc1cccc(NC(=S)N2CCCCC2)c1	1900	1513
O=C(Nc1cccc(NC(=O)C2CC2)n1)C1CC1	1884	1587
CCOC(=O)N1CCN(C(=O)CSc2ccc3nnc(CCNC(=O)c4ccccc4)n3n2)CC1	1782	1532
CC(=O)c1cc2c(C)c(C(=O)c3ccccc3)oc2cc1O	1825	1881
CC(C)(C)NC(=O)NC(=O)COC(=O)c1cccc(NS(=O)(=O)c2ccc(F)c(F)c2)c1	1840	1580

An excerpt; the hit share may differ from the screen's.
